PvdQ acylase – P. aeruginosa PvdQ acylase inhibition. hit rate 0.063% among 340,000. purified PvdQ acylase, fluorescence plate reader. AID 488965. inhibition, % at 10 µM; in the data active = inhibition above about 30%, passing the limit was not always enough;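 also: 0% = vehicle neutral wells and 100% = reference inhibitor wells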
cardiac RTF act – increases calcium sensitivity of human cardiac regulated thin filaments; P19429+P45379; IANBD-labeled TnC RTF fluorescence at EC20 calcium; 0% EC20 calcium, 100% full calcium; activation, % at 7.2 µM; hit rate 0.24% among 340,000; AID 493008;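 active = activation above the mean over all tested compounds plus 3 SD, cut at about 30% in these data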;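 also: rise in fluorescence read as greater calcium sensitivity of cardiac thin filaments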
Mot1-301 SUMO – SUMOylation pathway inhibition by Mot1-301 growth rescue. hit rate 1% among 320,000. S. cerevisiae Mot1-301 growth rescue, ATP luminescence, 38.5C; percent above DMSO median, 100 means doubled. growth rescue, % at 18.8 µM;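 active = every valid replicate shows activation above 250% relative to neutral control wells; inactive = the rest, any valid replicate at or below 250%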;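 also: OY570 slx delta 5 strain wells were the positive control but not used for scaling; some compounds called inactive have numbers as strong as hits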
dFosB act – mouse delta FosB homodimer activation. P13346. purified delta FosB, TAMRA-CDK5 oligo fluorescence polarization; percent of positive-control signal above neutral wells. activation, % at 25 µM. hit rate 0.99% among 340,000;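 active = mean activation above about 17%, with every replicate also reaching it, limit read from the data, passing the limit was not always enough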;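 also: fluorescence polarization rise as delta FosB binds a TAMRA Cdk5 AP-1 oligo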
LANA DNA inh – inhibitors of KSHV LANA C-terminal domain DNA binding; MBP-C-LANA/FAM-LBS DNA binding, fluorescence polarization; inhibition, % at 9 µM; hit rate 0.078% among 340,000; AID 504423;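 active = highest replicate inhibition at or above 60% at 9 µM, even if other replicates fall short; inactive = all replicates below 60% inhibition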;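 also: 0% = neutral control wells and 100% = 4 µM acridine orange control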
PfHsp90 yeast 2 – inhibits growth of yeast expressing Plasmodium falciparum Hsp90; S. cerevisiae expressing PfHsp90, BacTiter-Glo ATP, 48 h; yeast lacking PDR1 and PDR3 efflux regulators; inhibition, % at 9.4 µM; hit rate 0.32% among 310,000;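 active = every replicate shows inhibition above about 80%, whatever the replicate mean, limit read from the data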;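 also: 0% = DMSO neutral controls and 100% = 20 µM radicicol positive controls; yeast relying on Plasmodium falciparum Hsp90 in place of its own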
NSD2 inh – NSD2 (human) methyltransferase inhibition; NSD2 peptide methylation, AlphaScreen, 120 min; inhibition, % at 12.5 µM; O96028; hit rate 0.54% among 310,000; in the data active = inhibition above about 50%
Keap1 Nrf2 FP – disrupts human Keap1 binding to Nrf2 peptide; inhibition, % at 9.4 µM; AID 504523; hit rate 0.15% among 340,000; Keap1 Kelch-Nrf2 peptide fluorescence polarization, 1536-well; Q14145; in the data active = inhibition above about 12%;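 also: human Keap1 Kelch domain with fluorescein labeled Nrf2 9mer peptide probe; 0% = neutral control wells and 100% = peptide positive control; higher means more block of Keap1 binding to Nrf2 peptide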
Target sequence (Q14145 whole entry, looked up, the tested form may be a part): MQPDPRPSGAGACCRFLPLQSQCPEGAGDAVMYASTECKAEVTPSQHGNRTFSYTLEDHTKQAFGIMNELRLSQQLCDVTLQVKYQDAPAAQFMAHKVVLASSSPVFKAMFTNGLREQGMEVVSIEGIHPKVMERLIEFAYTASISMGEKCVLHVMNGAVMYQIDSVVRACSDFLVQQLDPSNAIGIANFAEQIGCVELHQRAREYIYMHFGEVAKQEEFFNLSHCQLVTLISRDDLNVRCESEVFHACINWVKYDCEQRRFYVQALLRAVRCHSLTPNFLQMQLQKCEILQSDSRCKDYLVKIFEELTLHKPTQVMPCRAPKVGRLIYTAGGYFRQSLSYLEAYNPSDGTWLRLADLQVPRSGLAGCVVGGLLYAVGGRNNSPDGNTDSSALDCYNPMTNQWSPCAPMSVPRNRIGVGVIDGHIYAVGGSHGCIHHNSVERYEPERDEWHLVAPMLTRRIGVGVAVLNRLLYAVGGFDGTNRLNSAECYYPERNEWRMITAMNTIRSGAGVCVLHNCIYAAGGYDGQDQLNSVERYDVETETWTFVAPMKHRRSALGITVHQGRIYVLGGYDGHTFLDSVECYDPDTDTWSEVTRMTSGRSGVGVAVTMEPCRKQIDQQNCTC
RTF Ca sens inh – cardiac RTF calcium desensitization. P19429+P45379. IANBD-labeled cardiac RTF, Ca2+ fluorescence. inhibition, % at 7.15 µM. hit rate 0.12% among 340,000. AID 493244;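 active = inhibition above the mean inhibition of all tested compounds plus 3 SD, cut at about 17% in these data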;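 also: assay run at fixed EC70 calcium of 1.6 mM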
CDK5 p35 inh – blocks human CDK5/p35 kinase activity; Q00535+Q15078; Recombinant CDK5/p35, ADP-Glo luminescence, 60 min; inhibition, % at 10 µM; hit rate 0.01% among 330,000; AID 488839;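 active = highest replicate inhibition of at least 50% and at least 75% of replicates reaching 50%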;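 also: plate controls were DMSO neutral control for no effect and GW8510 at 10 µM for full effect; many of its hits are not listed in these tables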
Rtt109 HAT inh – inhibitors of Candida albicans Rtt109/Vps75 histone acetyltransferase; purified Rtt109/Vps75, ThioGlo CoA-SH fluorescence, 4 h; inhibition, % at 34.9 µM; hit rate 0.16% among 330,000; AID 540336;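 active = inhibition of at least 50% in every replicate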
Target sequence (Q5AAJ8 whole entry, looked up): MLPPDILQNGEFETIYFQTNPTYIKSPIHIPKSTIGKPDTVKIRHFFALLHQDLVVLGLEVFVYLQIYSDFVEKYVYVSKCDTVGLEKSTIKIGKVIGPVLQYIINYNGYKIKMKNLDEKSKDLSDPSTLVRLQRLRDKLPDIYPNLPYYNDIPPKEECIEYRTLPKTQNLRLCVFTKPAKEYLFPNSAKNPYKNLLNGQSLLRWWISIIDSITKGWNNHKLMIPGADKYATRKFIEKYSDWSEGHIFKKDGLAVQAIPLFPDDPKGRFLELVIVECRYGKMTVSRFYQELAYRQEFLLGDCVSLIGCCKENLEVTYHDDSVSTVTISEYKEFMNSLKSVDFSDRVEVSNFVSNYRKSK
Active calls of the source: *; / = no result given; & = joins results of further samples.

SMILES	PvdQ acylase	cardiac RTF act	Mot1-301 SUMO	dFosB act	LANA DNA inh	PfHsp90 yeast 2	NSD2 inh	Keap1 Nrf2 FP	RTF Ca sens inh	CDK5 p35 inh	Rtt109 HAT inh
Cc1cccc(C)c1NC1=NCCCCC1	-14	2	67	-2	-2.4	-4	-2	-3	-1	-0.9	1
CSCC(=O)N1CCCC(N2CCN(c3ccc(F)cc3)CC2)C1 (stereo not given)	5	-5	-1	1	-1.6	25	1	2	2	0.4	8
O=C(CN1CCCC1)NN=C(c1ccccc1)c1ccccc1	9	0	392*	-3	0.3	-9	1	-4	-1	2.1	16
CC1=NN(C(N)=S)C(=O)C1N=Nc1ccc(Cl)cc1Cl (stereo not given)	-3	-9	123	-4	-5.6	-22	21	-1	7	-1.2	7
CC(C)(C)NC(=O)CSc1nnc(-c2c[nH]c3ccccc23)o1	-10	-2	-3	10	0.5	7	-2	3	-1	-0.4	-9
NC(=O)CCS(=O)(=O)c1ccc(Cl)cc1	-3	0	4	5	/	4	1	/	4	-0.6	3
Nc1nc(N)nc(-c2cc(F)ccc2O)n1	-1	-4	-4	-5	-1.2	2	/	-3	-7	13	-6
CC1(C)CCC(C)(C)NC(=S)N1	-7	15	-10	1	-1.6	13	-4&1	-4	11	0.1	8
N/C(Cc1ccc([N+](=O)[O-])cc1)=N\OC(=O)C(c1ccccc1)c1ccccc1	-13	2	-3	-7	-1.0	-7	1	-4	-2	-3.3	/
CCOc1ccc(-n2c(N)c(C(=O)NCc3cccnc3)sc2=S)cc1	-3	6	118	-3	0.4	-5	1	1	-10	-0.5	-13
COc1ccc(C(=O)Nc2cccc(OC)c2)cc1	-1	4	-24	4	2.4	8	-1	1	-8	5.3	-5
Cc1cccc(C)c1NC(=O)c1cc(S(=O)(=O)N2CCc3ccccc32)cn1C	-7	-3	-12	-13	1.0	8	/	0	1	0.5	-6
Cc1cc(=O)n2c(-c3ccccc3C)n[nH]c2n1	-12	4	-7	2	2.7	-6	-2	7	-15	-0.2	13
COCCN1C(=O)c2ccc(C(=O)Nc3cccnc3)cc2C1=O	-12	-3	0	-4	0.2	-5	-3	3	-1	1.5	-11
Cc1ccc(NC(=S)NNC(=O)Cn2nc(C(F)F)cc2C(F)F)cc1	-7	3	-6	-7	0.0	13	-1	-1	9	-0.7	-4
Cc1cccc(NC(=O)/C(C#N)=C/c2cn(CC(=O)NCc3ccco3)c3ccccc23)c1	-12	-3	-18	-1	3.6	-36	0	-1	4	1.3	14
O=C(CCCn1c(=O)[nH]c2cc(Cl)ccc2c1=O)NC1CCCCCC1	-6	-10	-4	-6	-0.2	15	5	-4	10	-0.9	-8
N#Cc1ccc(C(=O)Nc2cc(-c3ccccc3)nn2-c2ccccc2)cc1	-5	-3	-5	-10	0.5	2	/	-6	2	-0.4	-3
Cc1nn(-c2ccccc2)c(C)c1/C=N/N1CCN(c2ccccn2)CC1	-3	-3	30	-5	-1.0	7	-2	0	4	0.9	7
O=C(COC(=O)Cc1ccc(S(=O)(=O)N2CCOCC2)s1)NCc1ccc(Cl)cc1	11	4	/	-3	2.7	/	9	-3	-2	2.9	3
COc1ccc(N2C(=O)CC(N3CCCCC3)C2=O)cc1 (stereo not given)	-20	8	21	-9	3.1	-33	-3	-4	-4	-0.4	7
CCOc1ccc(NC(=O)CCN2CCN(S(=O)(=O)c3ccc(Cl)cc3)CC2)cc1	-8	-1	-11	-3	-0.6	7	/	-4	-5	0.1	6
Cc1cc(Br)ccc1SCC(=O)OCC(=O)NCc1ccco1	-6	-2	-8	-7	5.5	-90	1	-7	4	-4.7	-3
COc1ccccc1OCCOCCOc1ccc(C)cc1Br	-7	-2	11	4	1.8	13	8	5	10	-3.7	1
CN1CCN(C(=O)N2c3ccccc3CCc3ccccc32)CC1	-14	2	-11	-5	-0.2	12	0	-1	-13	0.7	-1
Cc1cc(C)n(-c2ccc(C(=O)OC(C)C(=O)Nc3ccc(C(N)=O)cc3)cc2)n1 (stereo not given)	-11	5	/	2	0.2	8	-4	-4	-21	-0.9	-5
COCCCNC(=O)CN(c1ccc(Cl)c(Cl)c1)S(C)(=O)=O	12	-4	-7	-1	1.2	5	-2	1	-1	2.1	1
O=C(CNC(=O)c1ccc(Br)o1)NCC1CCCO1 (stereo not given)	-6	1	27	1	1.8	-7	-4	3	0	0.4	-4
Clc1ccc(OCc2nn3c(-c4ccccc4)nnc3s2)c(Cl)c1	-17	-4	61	-2	0.4	/	0	-5	-1	2.6	-4
COc1ccc(C(=O)NCC(=O)OC2CCCCC2=O)cc1 (stereo not given)	-15	-5	-8	-3	0.7	-7	-3	0	5	-0.1	-1
O=C(Nc1cccc(CNCCc2c[nH]c3ccccc23)c1)c1ccccc1Cl	-2	-3	12	-6	1.1	-40	18	0	-9	0.1	3
O=S(=O)(c1ccccc1)N1CCN(c2nnc(-c3ccccc3)c3ccccc23)CC1	-14	1	14	-2	-0.5	28	-3	-1	-19	2.1	-2
O=C(O)c1ccc(NS(=O)(=O)c2cccc3nsnc23)cc1	-3	2	5	2	0.5	10	0	-1	0	-0.8	/
CCCS(=O)(=O)N1CCCC(C(=O)NCCCN2CCN(c3cccc(Cl)c3)CC2)C1 (stereo not given)	16	-2	/	-5	-0.3	6	2	-1	-1	0.3	22
CCCC(C)NC(=O)COc1ccc(S(=O)(=O)N2CCCC2)cc1 (stereo not given)	-7	11	-1	-15	-0.3	32	-5	-5	-5	-1.8	-14
O=S(=O)(NCCc1ccc(F)cc1)c1cc(C(F)(F)F)ccc1Br	-15	0	/	-3	0.0	42	/	-10	-2	0.1	7
Cc1cc(C(=O)CN2CCCC(C)C2)c(C)n1-c1ccc(F)cc1 (stereo not given)	4	-2	56	-8	-0.7	17	3	1	-16	0.2	15
COc1cccc(/C=N/N=C(\N)c2nonc2N)c1O	3	-2	13	14	-0.3	5	-5	1	0	-3.9	5
COc1ccc(OC)c(S(=O)(=O)NCc2csc(-c3ccccc3)n2)c1	-4	6	-9	-7	1.7	16	-2	0	-1	-1.3	-1
COC(=O)CN(Cc1ccccc1)S(=O)(=O)c1ccc(OC)c(OC)c1	-14	1	-8	-8	0.7	14	-2	0	-3	0.5	7

Compound profiles, as listed above:
Results for `CCCS(=O)(=O)N1CCCC(C(=O)NCCCN2CCN(c3cccc(Cl)c3)CC2)C1` (stereo not given) → PvdQ acylase: 16; cardiac RTF act: -2; Mot1-301 SUMO: /; dFosB act: -5; LANA DNA inh: -0.3; PfHsp90 yeast 2: 6; NSD2 inh: 2; Keap1 Nrf2 FP: -1; RTF Ca sens inh: -1; CDK5 p35 inh: 0.3; Rtt109 HAT inh: 22
Results for `COC(=O)CN(Cc1ccccc1)S(=O)(=O)c1ccc(OC)c(OC)c1` → PvdQ acylase: -14; cardiac RTF act: 1; Mot1-301 SUMO: -8; dFosB act: -8; LANA DNA inh: 0.7; PfHsp90 yeast 2: 14; NSD2 inh: -2; Keap1 Nrf2 FP: 0; RTF Ca sens inh: -3; CDK5 p35 inh: 0.5; Rtt109 HAT inh: 7

Further structures:
SMILES	PvdQ acylase	cardiac RTF act	Mot1-301 SUMO	dFosB act	LANA DNA inh	PfHsp90 yeast 2	NSD2 inh	Keap1 Nrf2 FP	RTF Ca sens inh	CDK5 p35 inh	Rtt109 HAT inh
O=C(Cn1cnc2c(nnn2Cc2ccccc2)c1=O)NCC1CCCO1 (stereo not given)	-10	1	79	5	0.9	-4	/	-7	-1	-0.6	0
c1coc(-c2nc3ccccc3nc2-c2ccco2)c1	-10	-9	-5	-21	5.5	-11	/	4	0	1.1	0
Cc1ccc2c(C(=O)CCl)c(C)[nH]c2c1	-2	-5	141	1	2.8	-28	-2	0	4	0.8	-1
Cc1ccccc1OCCC(=O)OCC(=O)N1CCN(S(=O)(=O)c2ccc(Cl)cc2)CC1	14	4	7	-8	-0.3	-8	0	-2	9	-1.5	-1
N/C(=N\OC(=O)COc1ccc(Br)cc1Cl)c1ccccn1	1	1	-3	-4	1.4	4	-2	-2	-24	-2.5	16
Cc1ccc(NS(=O)(=O)Cc2ccccc2)nc1	-12	6	-17	-3	0.5	17	-1	-2	-15	-1.9	2
O=C(NC1CCCCCCC1)c1ccccc1O	16	-6	-2	-7	3.3	14	-4	-1	-4	-1.5	-2
CCOc1ccc(CC2CC(=O)NC2=O)cc1 (stereo not given)	-4	-3	14	-1	-0.6	8	-2	3	-6	-0.5	-2
CC(C)(C)NC(=O)CN(C(=O)CNS(=O)(=O)c1ccc(Cl)cc1)c1ccc2c(c1)OCCO2	9	-8	699	-5	1.1	12	-1	5	9	0.3	4
CCN1C(=O)NC2=C(C(=O)c3ccccc32)C1c1ccccc1F (stereo not given)	-15	1	/	-13	1.4	10	0	-7	-5	0.5	-8
Cc1ccc(S(=O)(=O)CS(=O)(=O)c2ccc(C)cc2)cc1	-5	-3	/	5	/	-52	-1	-9	6	-0.4	2
O=C(COC(=O)CC1CCCCC1)Nc1c(Cl)cccc1Cl	-4	4	21	-6	-1.0	5	-2	-4	-12	-3.7	0
CCOC(=O)N1CCN(C(=O)CSc2ccc(C(F)(F)F)cc2[N+](=O)[O-])CC1	-6	0	-5	-14	-1.9	-88	4	-5	-24	0.1	-1
Cc1cc(C)n2nc(C)c(-c3ccc(Cl)cc3)c2n1	-4	-4	-16	2	0.0	-3	-9	0	-2	1.4	2
CCCOc1ccccc1/C=N/NC(=O)C1CC1	-14	-5	8	-6	0.0	-20	0	-3	-3	0.2	2
COc1ccc2c(C)cc(N3CCN(Cc4ccccc4)CC3)nc2c1	11	-4	9	-8	-0.5	-11	1	-2	-4	0.1	-2
COc1cc(C(=O)N/N=C(\Cc2ncc[nH]2)c2ccccc2)cc(OC)c1OC	-8	1	/	-9	0.0	0	-6	2	-16	2.3	-5
O=C1C(Cc2ccccc2)Nc2ncnc(N3CCCCC3)c2N1Cc1ccccc1 (stereo not given)	-1	-5	104	2	-2.1	-33	/	0	-3	-0.6	4
CN(c1cccc(NC(=O)c2ccc(N(C)S(=O)(=O)c3ccccc3)cc2)c1)S(C)(=O)=O	-9	3	45	-7	0.5	3	-1	0	-6	-0.6	-3
CCOC(=O)N1CCN(S(=O)(=O)c2ccc3[nH]cc(C(=O)O)c(=O)c3c2)CC1	-15	0	-3	-3	0.0	-13	5	-4	-3	0.8	4
FC(F)(F)c1cccc(N2CCN(c3ccc4nnc(-c5ccccc5)n4n3)CC2)c1	-18	9	-19	-7	-0.9	27	/	-3	-9	-7.9	-2
CCC(C)Sc1ccc(-c2nc3ccc(C)cn3c2NCc2ccccc2)cc1OC (stereo not given)	-26	4	6	0	-0.2	-14	/	1	-6	-0.4	10
CCC(C)NC(=O)C1CCN(S(=O)(=O)c2cccc3cccnc23)CC1 (stereo not given)	-4	4	362	1	-1.1	4	/	3	0	0.0	9
Cc1cc(C)cc(NC(=O)Nc2ccc(S(=O)(=O)Nc3cc(C)on3)cc2)c1	-7	-3	8	-4	-1.4	46	1	3	0	-1.9	11
O=C(COC(=O)c1cccnc1)c1ccc(Cl)cc1	-14	-2	-11	5	-0.1	16	4	-2	-5	1.6	-4
COc1cc2cc(CN(CCCO)S(=O)(=O)c3ccccc3Cl)c(=O)[nH]c2cc1OC	-13	8	0	0	-1.4	-12	-1	-4	-8	0.4	8

Screens from PubChem BioAssay.
